Compound activity from PubChem BioAssay.
HIF act – HIF pathway transcriptional activators, primary screen, cell-based, U2OS HRE-luciferase, luminescence | U2OS HRE-luciferase reporter; normalized: DMSO 0%, desferrioxamine 100% | AID 1910, 2009 | hit rate 0.32% among 300,000 | activation, % at 7.5 µM (by protocol);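 active = mean activation of at least 10% of the iron chelator positive control signal, with at least half of replicates also reaching 10%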
AI-2 QS mod – Vibrio harveyi AI-2 quorum sensing modulators, primary screen, JMH597 strain, luminescence/OD600 ratio; Vibrio harveyi JMH597 AI-2 luminescence/OD600 ratio, 9 h; hits give low values; strain lacks LuxN and CqsS sensors; 0 = neutral-control median; activity change, % at 7.5 µM; hit rate 0.4% among 300,000; AID 2094, 2009; in the data active = activity change below about -75%, passing the limit was not always enough;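 also: luminescence divided by OD600 gain over 9 h not by final OD600 alone; inactives centre near 13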
PolyA inh – polyadenylation inhibitors in yeast reporter cells, primary screen, luminescence, S. cerevisiae; hit rate 0.02% among 300,000; calls only at 12 µM; S. cerevisiae SKY197-pL101 polyadenylation reporter, beta-gal luminescence; efflux-impaired pdr1/pdr3 knockout yeast; score 100 = 6 SD above DMSO;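 active = lowest replicate activity score at least 50, where 100 means six control SD above control mean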;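 also: yeast exposed to compound for 9 h at 30 °C; higher score means more reporter readthrough which indicates perturbed polyadenylation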
TRPC6 activator – mouse TRPC6 channel activators, primary screen, cell-based, HEK293, membrane potential dye | HEK293-TRPC6 membrane potential dye fluorescence; hits give high values | B-score at 10 µM | hit rate 0.13% among 310,000 | AID 2550, 2010;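 active = B-score of the integrated fluorescence ratio above library mean plus 3 SD, and starting fluorescence ratio within library mean plus 5 SD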;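 also: higher score means more depolarization so channel activation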
MrgX1 agonist – agonists of human MrgX1 receptor, primary screen, HEK293 cells, Fluo-4 calcium flux; Fluo-4 calcium fluorescence, agonist mode; hits give high values; B-score at 10 µM; hit rate 0.44% among 310,000;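 active = calcium response B-score plate-corrected fluorescence ratio at least 3 library SD, with starting fluorescence B-score inside 5 SD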
Target sequence (Q96LB2 whole entry, looked up): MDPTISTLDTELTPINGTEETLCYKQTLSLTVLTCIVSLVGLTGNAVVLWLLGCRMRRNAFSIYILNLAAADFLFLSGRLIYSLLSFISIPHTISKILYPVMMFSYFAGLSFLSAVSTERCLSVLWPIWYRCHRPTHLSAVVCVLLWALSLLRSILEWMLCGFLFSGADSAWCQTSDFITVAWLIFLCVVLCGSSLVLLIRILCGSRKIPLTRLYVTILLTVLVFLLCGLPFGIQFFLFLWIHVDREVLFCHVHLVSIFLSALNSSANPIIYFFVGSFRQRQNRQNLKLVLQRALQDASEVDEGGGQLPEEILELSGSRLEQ
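times = overnight plating, then 30 min 37 °C plus 30 min room-temperature dye loading | assay system = stable human MrgX1 HEK293 cell line | input = fifteen thousand cells per well | signal = kinetic calcium dye fluorescence, Fluo-4 NW | dosing = compound delivered in addition one of three | read-out = B-scored fluorescence response ratio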
TRPC4 agonist – activators of mouse TRPC4 channel, primary screen, Fluo4 calcium, HEK293 TRPC4beta/mu-opioid cells; B-score at 10 µM; AID 2237, 2010; hit rate 0.49% among 310,000; Fluo4 calcium fluorescence; hits give high values;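 active = B-score above 5 SD of library B-scores, and initial fluorescence ratio not above library mean plus 5 SD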;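 also: positive B-score marks a calcium rise read as TRPC4 activation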
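System: HEK293 cells stably co-expressing mouse TRPC4beta and mu-opioid receptor; Schedule: Fluo4 dye loading 45 min at room temperature, 110 s recording; Detection: Fluo4 fluorescence, kinetic; Evaluation: B-scored integrated calcium fluorescence ratio; Controls: buffer (low) and maximal DAMGO (high).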
TRPC4 potent – positive allosteric modulators of TRPC4, primary screen, cell-based, mouse TRPC4beta, HEK293 mu-opioid, Fluo-4 calcium. Short transient receptor potential channel 4 (Mus musculus), Q9QUQ5. DAMGO EC20, Fluo-4 Ca2+ flux; hits give high values. B-score at 10 µM. hit rate 0.42% among 310,000;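 active = B-score of calcium response area above 5 SD of library B-scores, with initial fluorescence ratio within 5 SD of library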;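 also: B-score of integrated fluorescence ratio over time as area under calcium response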
TRPC4 block – inhibitors of mouse TRPC4 channel, primary screen, Fluo4 calcium, HEK293 TRPC4beta/mu-opioid cells. Short transient receptor potential channel 4 (Mus musculus), Q9QUQ5. B-score at 10 µM. hit rate 0.39% among 300,000. DAMGO-evoked Fluo4 calcium flux; hits give low values;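 active = B-score over 3 SD under the library average, no early fluorescence shift, positive overall ratio signal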
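material = TRPC4beta/mu-opioid receptor HEK293 cell line | probe or stimulus = sequential submaximal and maximal DAMGO stimulation | compound dosing = one concentration per compound | measured by = Fluo4 Ca2+ flux fluorescence | evaluation = integrated fluorescence ratio relative to baseline, converted to per-well B score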
TRPC6 inhibitor – mouse TRPC6 channel inhibitors, primary screen, cell-based, HEK293, membrane potential dye; ACh-evoked depolarization; hits give low values; hit rate 1.1% among 310,000; AID 2553, 2010; B-score at 10 µM; Short transient receptor potential channel 6 (Mus musculus), Q61143;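 active = B-score under library mean minus 3 SD, initial fluorescence not abnormally high, positive integrated signal ratio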;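 also: B-score derived from integrated fluorescence ratio over the kinetic read; more negative B-score means stronger inhibition of depolarization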
MrgX1 allo act – positive allosteric modulators of MrgX1, primary screen, HEK293 cells, Fluo-4 calcium flux; AID 588675, 2011; B-score at 10 µM; hit rate 0.63% among 310,000; FDSS; hits give high values; Mas-related G-protein coupled receptor member X1 (Homo sapiens), Q96LB2;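 active = plate-corrected calcium response at least 3 library SD above typical, normal starting fluorescence, not activating the receptor alone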;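 also: compound read alongside a low EC10 to EC30 dose of BAM8-22 agonist; peak minus trough fluorescence over baseline measured at the second addition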
MrgX1 antagonist – antagonists of human MrgX1 receptor, primary screen, HEK293 cells, Fluo-4 calcium flux | Mas-related G-protein coupled receptor member X1 (Homo sapiens), Q96LB2 | B-score at 10 µM | hit rate 1.3% among 310,000 | BAM8-22 antagonism; hits give low values;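 active = calcium-response B-score plate-corrected more than 3 library SD below zero, starting fluorescence within 5 deviations, no agonist response on first addition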;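 also: peak minus trough fluorescence over baseline after final BAM8-22 challenge near maximal dose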
* marks the source's active call; other numbers are inactive results; i = inactive; · = no result given. Only part of the results is shown, so the mix of outcomes need not match the whole.

No.	compound	HIF act	AI-2 QS mod	PolyA inh	TRPC6 activator	MrgX1 agonist	TRPC4 agonist	TRPC4 potent	TRPC4 block	TRPC6 inhibitor	MrgX1 allo act	MrgX1 antagonist
1	O=C(c1n[nH]c(=O)c2ccccc12)N1CCN(C2c3ccccc3-c3ccccc32)CC1	-1.2	35	i	i	i	i	i	i	i	i	i
2	COC(=O)C(COC(=O)c1c(F)cccc1F)NC(=O)c1c(F)cccc1F (stereo unspecified)	0.8	8	i	i	i	i	i	i	i	i	i
3	COc1cc(NC(=O)CN2CCN(Cc3ccc4c(c3)OCO4)CC2)cc(OC)c1	-1.0	14	i	i	i	i	i	i	i	i	i
4	Cc1ccccc1-c1nnn(CC(=O)c2ccc(S(=O)(=O)N3CCCC3)cc2)n1	-0.1	-58	i	i	i	i	i	i	i	i	i
5	Cc1cc(-c2c(C(=O)N3CCOCC3)c(C)nn2-c2ccccc2)no1	-0.6	9	i	i	i	i	i	i	i	i	i
6	COc1ccc(-c2nnc(NC(=O)CS(=O)(=O)c3ccc(F)cc3)o2)cc1	-17	17	i	i	i	i	i	i	i	i	i
7	CC(Sc1nnnn1C)C(=O)Nc1ccccc1-c1ccccc1 (stereo unspecified)	-0.5	10	i	i	i	i	i	i	i	i	i
8	O=C(Cn1c(=O)oc2ccccc21)c1ccccc1	-0.2	2	i	i	i	i	i	i	i	i	i
9	Cc1nnc(NC(=O)c2ccc(S(=O)(=O)N3CCc4ccccc4C3)cc2)o1	0.0	26	i	i	i	i	i	i	i	i	i
10	COc1cccc(C2c3[nH]c4ccccc4c3C[C@H]3C(=O)N(CCCCCO)CC(=O)N23)c1 (stereo partly specified)	-0.6	9	i	i	i	i	i	i	i	i	i
11	COc1ccc(NC2c3ccccc3C(=O)N2c2cccnc2)cc1Cl (stereo unspecified)	0.6	1	i	i	i	i	i	i	i	i	i
12	Cc1cc(NC(=O)c2sccc2C)n(-c2cccc(Cl)c2)n1	0.3	11	i	i	i	i	i	i	i	i	i
13	COc1ccc(C(=O)NNC(=O)c2ccccn2)cc1	-3.4	12	i	i	i	i	i	i	i	i	i
14	CCCc1cc(=O)[nH]c(SCc2cc(Cl)ccc2OC(F)F)n1	0.0	6	i	i	i	i	i	i	i	i	i
15	O=C(c1c(O)c2ccccc2oc1=O)C1CCCCC1	0.3	58	i	i	i	i	i	i	i	i	i
16	CCC(C(=O)N1CCCC1)n1nc(C)c2c(C)n(-c3ccccc3)nc2c1=O (stereo unspecified)	-0.3	1	i	i	i	i	i	i	i	i	i
17	CN(C)CCCNC(=O)c1cc(C(=O)c2ccccc2F)c[nH]1	-0.2	5	i	i	i	i	i	i	i	i	i
18	Cc1cc(C)c2sc(N(CCCN(C)C)C(=O)c3ccc(S(=O)(=O)N4CCCc5ccccc54)cc3)nc2c1	3.0	25	i	i	i	i	i	i	i	i	i
19	CCOC(=O)c1cc(-c2ccccc2)sc1NC(=O)c1ccc(OC)cc1	-0.2	16	i	i	i	i	i	i	i	i	i
20	O=C(COC(=O)c1cc([N+](=O)[O-])ccc1N1CCOCC1)Nc1ncc(Cl)cc1Cl	-0.3	11	i	i	i	i	i	i	i	i	i
21	COc1cc(C(C(=O)NC2CCCC2)N(Cc2ccccc2)C(=O)c2snc(C(N)=O)c2N)ccc1O (stereo unspecified)	-0.5	17	i	i	i	i	i	i	i	i	i
22	Cc1ccc2cc(CCNC(=O)C(C)C)c(=O)[nH]c2c1C	0.4	15	i	i	i	i	i	i	i	i	i
23	O=C(/C=C/c1ccco1)Nc1ccc(S(=O)(=O)N2CCOCC2)cc1	-0.2	21	i	i	i	i	i	i	i	i	i
24	O=C(Nc1ccc(NC(=O)c2cc3ccccc3o2)cc1)c1ccc2c(c1)OCCO2	-2.6	-2	i	i	i	i	i	i	i	i	i
25	CCOc1ccccc1/C=C(\C#N)C(=O)Nc1cccc(C(=O)O)c1	-0.3	2	i	i	i	i	i	i	i	i	i
26	O=C(c1cccc(C(=O)N2CCN(c3ccccc3F)CC2)n1)N1CCN(c2ccccc2F)CC1	0.0	17	i	12*	i	i	i	i	-10*	i	i
27	C=CCN(CC=C)C(=S)NC(=O)c1ccc(-c2ccccc2)cc1	-0.9	13	i	i	i	i	i	i	i	i	i
28	O=C(CCc1nc2ccccc2c(=O)[nH]1)OCC(=O)c1cccc(Cl)c1	1.0	26	i	i	i	i	i	i	i	i	i
29	O=C(NCc1cccc(Cl)c1)c1ccc(N2CC3CC(C2)c2cccc(=O)n2C3)c(NC(=O)c2cccnc2)c1 (stereo unspecified)	-0.3	11	i	i	i	i	i	i	i	i	i
30	CCOC(=O)CSc1nnc2c3ccccc3n(C)c2n1	-0.2	19	i	i	i	i	i	i	i	i	i
31	CN(CC(=O)NCc1cccnc1)S(=O)(=O)c1cc(Cl)ccc1Cl	-0.3	30	i	i	i	i	i	i	i	i	i
32	COc1ccc(NC(=O)CSc2nnc(-c3ccccn3)n2Cc2ccco2)cc1OC	0.0	10	i	i	i	i	i	i	i	i	i
33	CN(C(=O)C(Cl)Cl)C1CC2C=CC1C2 (stereo unspecified)	-0.1	36	i	i	i	i	i	i	i	i	i
34	COc1cc2c(cc1O)C(Cc1ccc(O)cc1)NCC2 (stereo unspecified)	0.1	7	i	i	i	i	i	i	i	i	i
35	CCc1ccc(C(=O)c2cc3ccc(O)cc3oc2=O)cc1	0.8	1	i	i	i	i	i	i	i	i	i
36	Cc1cc(C)n(-c2nc(N(C)C)nc(N3CCOCC3)n2)n1	0.0	30	i	i	i	i	i	i	i	i	i
37	COc1ccc(N2CCN(C(CNC(C)=O)c3ccco3)CC2)cc1 (stereo unspecified)	-0.3	3	i	i	i	i	i	i	i	i	i
38	CCOc1ccc(C2c3c(oc4ccccc4c3=O)C(=O)N2c2ccc(C)cn2)cc1OC (stereo unspecified)	0.2	17	i	i	i	i	i	i	i	i	i
39	CC(=O)c1sc(N2CCOCC2)nc1-c1ccccc1	-0.4	18	i	i	i	i	i	i	i	12*	i
40	COc1cccc(OC)c1C(=O)Nn1c(C2CCC2)nc2ccccc2c1=O	0.3	22	i	i	i	i	i	i	i	i	i
41	CCN(c1cccc(C)c1)S(=O)(=O)c1ccc2c(c1)NC(=O)CCS2	-0.2	16	i	i	i	i	i	i	i	i	i
42	CCOc1ccc(NC(=O)Nc2ccon2)cc1	4.5	34	i	i	i	i	i	i	i	i	i
43	CCN1C(=O)C(=O)N(CC(=O)c2[nH]c(C)c(C(C)=O)c2C)C1=O	0.2	9	i	i	i	i	i	i	i	i	i
44	FC(F)(F)c1cc(Oc2ccccc2)nc(-c2ccccn2)n1	-0.8	26	i	i	i	i	i	i	i	i	i
45	COc1ccc([N+](=O)[O-])cc1NC(=S)NC(NC(=O)C(c1ccccc1)c1ccccc1)C(Cl)(Cl)Cl (stereo unspecified)	-1.1	16	i	i	i	i	i	i	i	i	i
46	Cc1ccc(-n2c(Cc3cccn3C)nnc2SCC(=O)Nc2nnc(C)s2)cc1	0.3	22	i	i	i	i	i	i	i	i	i
47	Cc1ccc2c(c1)N(CC(=O)N1CCC(O)CC1)C(=O)CO2	-4.2	17	i	i	·	i	i	i	i	·	·
48	Cc1ccc(CNC(=O)[C@H](C)N2C(=O)N3CCc4c([nH]c5ccccc45)[C@@]3(C)C2=O)cc1	-0.2	16	i	i	i	i	i	i	i	i	i
49	COc1cc2[nH]c3c(=O)n(CCN4CCCCC4)cnc3c2cc1OC	-1.2	21	i	i	i	i	i	i	i	i	i
50	Cc1nc2cc3nc(C)sc3cc2s1	3.7	22	i	i	i	i	i	i	i	i	i

(further entries)
No.	compound	HIF act	AI-2 QS mod	PolyA inh	TRPC6 activator	MrgX1 agonist	TRPC4 agonist	TRPC4 potent	TRPC4 block	TRPC6 inhibitor	MrgX1 allo act	MrgX1 antagonist
51	CSc1ccc(C2Nc3ccccc3-c3cc(C)nn32)cc1 (stereo unspecified)	2.2	19	i	i	i	i	i	i	i	i	i
52	N/C(COc1cccc(Cl)c1)=N\O	-0.4	-2	i	i	i	i	i	i	i	i	i
53	Cc1cccc(NC(=O)NCc2ccccn2)c1	1.6	-15	i	i	i	i	i	i	i	i	i
54	CC(C)(C)NC(=O)C(c1ccco1)N(Cc1ccc(F)cc1)C(=O)c1snc(C(N)=O)c1N (stereo unspecified)	0.1	17	i	i	i	i	i	i	i	i	i
55	O=[N+]([O-])c1ccc(Cl)cc1Sc1ccccn1	-0.1	14	i	i	i	i	i	i	i	i	i
56	CCCCn1c(N)c(N(CC)C(=O)CSc2nnnn2-c2cc(C)ccc2C)c(=O)[nH]c1=O	-2.2	-7	i	i	i	i	i	i	i	i	i
57	CCOC(=O)c1ccc(-c2n[nH]c(=O)c3ccccc23)cc1	-0.3	11	i	i	i	i	i	i	i	i	i
58	O=C(O)CCCCCNC(=O)/C(=C\c1ccco1)NC(=O)c1ccco1	0.4	18	i	i	i	i	i	i	i	i	i
59	CCn1nc(NC(=O)C(C)(C)C)c2cc3cccc(C)c3nc21	1.0	4	i	i	i	i	i	i	i	i	i
